# HTR2A ag – mouse Htr2a agonists via beta-arrestin recruitment, primary screen, cell-based, luminescence; activation, % at 7.6 µM; 360,000 compounds, 0.66% hits; CHO-K1 mHTR2A beta-arrestin complementation; percent of 30 µM serotonin response;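 active means activation above a run cutoff, the mean activation of all tested compounds plus 3 SD, cut at about 14% in these data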;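 further: 0% = plate median of compound wells and 100% = 30 µM serotonin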
# Target sequence (P35363 whole entry, looked up): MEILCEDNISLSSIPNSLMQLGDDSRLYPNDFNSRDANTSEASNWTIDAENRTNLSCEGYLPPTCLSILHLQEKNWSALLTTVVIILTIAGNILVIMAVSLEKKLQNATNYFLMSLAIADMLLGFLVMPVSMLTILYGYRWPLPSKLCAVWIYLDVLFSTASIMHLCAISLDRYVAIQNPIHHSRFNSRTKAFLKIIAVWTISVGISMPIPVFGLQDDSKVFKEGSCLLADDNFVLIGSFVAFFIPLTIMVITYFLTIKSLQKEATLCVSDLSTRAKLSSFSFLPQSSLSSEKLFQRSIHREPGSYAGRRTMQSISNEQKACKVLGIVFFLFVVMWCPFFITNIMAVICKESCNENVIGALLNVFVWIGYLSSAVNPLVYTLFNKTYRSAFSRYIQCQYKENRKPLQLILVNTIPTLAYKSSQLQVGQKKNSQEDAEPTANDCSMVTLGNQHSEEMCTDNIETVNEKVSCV
# CaV13 ICDI inh – Disruptors of the CACNA1D IQ motif to Ca2+-dependent inactivation inhibitor domain association, primary screening, Förster resonance energy transfer in intact living …; HEK cells, CFP/YFP FRET ICDI-IQ, plate reader, 10 min; percent FRET-ratio fall versus neutral wells; inhibition, % at 12.3 µM; 340,000 compounds, 0.098% hits; AID 743397;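 active means mean replicate inhibition of at least 30% and at least 1% of replicates passing that level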;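 further: 0% = median of the neutral control wells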
# H9c2 protect – cardioprotection against H2O2-induced cell death, primary screen, uHTS, H9c2 cells, ATPLite luminescence. H9c2 cardiomyocytes, H2O2 injury protection, 2 h. protection from H2O2 cell death, % at 20 µM. 360,000 compounds, 0.63% hits. AID 588492, 2011;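 active means compounds giving at least 50% protection of heart cells from peroxide-induced death in the single-dose screen, raw or plate-pattern-corrected value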;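 further: 0% = DMSO wells with peroxide and 100% = DMSO wells without peroxide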
# Granule exo inh – LAMP-1 surface exposure blockers, TALL-104 cells – cell-based, flow cytometry, MLPCN library, primary screen; 360,000 compounds, 0.66% hits; TALL-104 LAMP-1 surface exposure; cells stimulated with thapsigargin and PMA; inhibition, % at 10 µM;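 active means inhibition above about 55%, limit read from the data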
# hiPSC survival – enhancers of single-cell hiPSC survival, primary screen, ATPlite luminescence | 100% = ROCK inhibitor wells, 0% = DMSO | survival enhancement, % at 20 µM | 360,000 compounds, 0.044% hits | AID 602274, 2012; in the data active means survival enhancement above about 18%;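 further: cells exposed to compounds for 16 hours before the ATP read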
# N-glyco inh – increase of ERlucT glycosylation luciferase signal, primary screen, N-linked glycosylation inhibitor project, D54 ERlucT cells, luminescence, set 2; D54 ERlucT glycosylation luciferase reporter, 24 h; percent of 100 nM tunicamycin response; reporter increase, % at 12.5 µM; 360,000 compounds, 0.23% hits; AID 588692, 2011;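 active means mean luciferase reporter signal, scaled so untreated is 0 and the glycosylation-blocking control 100, at or above a set limit in every replicate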;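 further: luciferase carries N-glycosylation sites so blocking glycosylation raises the light; 0% = median of neutral control wells and 100% = median of 100 nM tunicamycin wells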
# Vif inh – HIV Vif self-association inhibitors, primary screen, imaging, HEK293T, single point | HEK293T cells, Vif self-association by quenched fluorescence, 24 h | inhibition, % at 7.49 µM | 340,000 compounds, 0.35% hits | AID 602346, 2012; in the data active means inhibition above about 50%, passing the limit was not always enough; further: some results filed as inactive read as strong as hits
# aDG glyco act – activators of alpha-DG glycosylation, primary screen, uHTS, Pro5-aDG cells, AlphaScreen. alpha-DG glycosylation AlphaScreen (IIH6); 0% Pro5, 100% B10-LARGE cell signal. activation, % at 10 µM. 360,000 compounds, 0.22% hits. AID 624168, 2012;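 active means activation of at least 8% versus controls, or a plate z-score of at least 8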;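 further: Pro5 are CHO cells carrying HIG-tagged alpha-DG that lacks glycosylation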
# ABCB6 inh 2 – ABCB6 transporter inhibitors, primary screen, K562-ABCB6 cells, flow cytometry, MLPCN library; ATP-binding cassette sub-family B member 6 (Homo sapiens), Q9NP58; K562-ABCB6 porphyrin accumulation, 1 h; active compounds read low; fluorescence ratio to DMSO, % at 10 µM; 360,000 compounds, 0.19% hits; AID 602162, 2011;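 active means fluorescence ratio to DMSO below 75%, the collection mean minus 3 SD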;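 further: signal is porphyrin accumulated inside mitochondria; 100% equals median channel fluorescence of DMSO control wells; lower ratio means ABCB6 inhibition with less porphyrin fluorescence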
# PDI inh – inhibitors of human PDI, primary screen, biochemical, turbidity, single point, plate reader. inhibition, % at 10 µM. PDI insulin aggregation turbidity, A650, 90 min. AID 588391, 2011. 350,000 compounds, 0.052% hits;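 active means mean inhibition across replicates of 30% or more, whatever share of single replicates reach that level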;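 further: absorbance from insulin aggregation driven by PDI reduction with DTT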
# Target sequence (P07237 whole entry, looked up): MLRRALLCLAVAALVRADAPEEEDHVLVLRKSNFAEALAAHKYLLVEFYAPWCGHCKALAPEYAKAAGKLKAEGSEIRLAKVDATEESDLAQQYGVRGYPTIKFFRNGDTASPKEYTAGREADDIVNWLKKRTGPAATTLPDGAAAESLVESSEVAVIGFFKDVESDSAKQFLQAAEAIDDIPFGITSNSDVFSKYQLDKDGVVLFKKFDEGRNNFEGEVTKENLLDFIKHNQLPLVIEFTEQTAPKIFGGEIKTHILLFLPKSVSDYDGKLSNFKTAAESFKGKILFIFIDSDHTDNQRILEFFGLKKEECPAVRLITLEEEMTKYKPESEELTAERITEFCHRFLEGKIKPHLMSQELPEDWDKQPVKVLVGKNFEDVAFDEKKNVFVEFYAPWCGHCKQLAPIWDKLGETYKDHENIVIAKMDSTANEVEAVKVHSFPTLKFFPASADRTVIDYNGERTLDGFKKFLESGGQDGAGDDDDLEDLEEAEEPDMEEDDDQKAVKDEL
# The depositor's hits bear a star; · = no result given.
# Values run as follows: HTR2A ag | CaV13 ICDI inh | H9c2 protect | Granule exo inh | hiPSC survival | N-glyco inh | Vif inh | aDG glyco act | ABCB6 inh 2 | PDI inh
> CCNc1nc(NCC)nc(N(CC)C(N)=S)n1
→ 0 | -4 | 3 | 3 | 0.1 | 2 | -5 | 0.1 | 97 | -1
> CCOC1=CC(=O)OC(c2ccccc2)C1 (centres undefined)
→ 3 | -7 | -4 | -7 | -2.1 | 2 | 18 | 0.0 | 94 | 5
> CCC1(C(=O)c2ccccc2)C2c3cc(Br)ccc3OC(=O)C21C(=O)N1CCOCC1 (centres undefined)
→ 3 | -5 | 9 | 0 | 0.4 | -1 | · | 0.3 | 94 | -1
> C=CCn1c(SCC(=O)Nc2ccc(Br)cc2)nc(O)cc1=O
→ 0 | -13 | -7 | 1 | 7.6 | 2 | 4 | -0.3 | 100 | 7
> Cc1nn(C)c(C(=O)N/N=C/c2ccc(C(F)(F)F)cc2)c1[N+](=O)[O-]
→ -6 | -4 | 6 | 15 | 1.0 | 5 | 1 | 0.1 | 99 | 11
> CCc1cc(CNC(=O)c2ccc3nc(Cc4ccc(OC)c(OC)c4)oc3c2)on1
→ -3 | -6 | -11 | 3 | 0.1 | -3 | -5 | 8.2* | 92 | 6
> Cc1cc(N2CCCC2)nc(-c2ccccc2O)n1
→ -4 | · | -4 | -2 | 3.0 | 3 | -24 | 0.0 | 112 | -5
> CCC1(O)c2ccccc2-c2ncccc21 (centres undefined)
→ 1 | -2 | 2 | -4 | 0.1 | 0 | 4 | 0.1 | 87 | 0
> CSc1ccccc1C(=O)NCC(c1ccco1)N(C)C (centres undefined)
→ 5 | -4 | 6 | 4 | 0.1 | 1 | -5 | 0.1 | 97 | 7
> COC(=O)C1=CN(c2ccc(OC)cc2)C(N)=C(C#N)C1c1ccc(OC)cc1 (centres undefined)
→ -1 | -7 | · | -1 | · | · | · | -0.1 | · | ·
> O=S(=O)(Nc1ccn(-c2ccccc2)n1)c1ccc(Br)cc1
→ -7 | -7 | -4 | -10 | -0.2 | -1 | · | -0.2 | 101 | -24
> O=C(COc1ccc(Br)cc1Cl)NC(=S)Nc1ccccn1
→ 4 | · | -8 | -2 | -0.3 | -7 | -5 | -0.1 | 96 | -9
> Cc1[nH]n(-c2ccccc2)c(=O)c1N=Nc1ccc(Cl)cc1
→ 0 | -3 | -3 | -2 | -0.5 | -2 | -5 | 0.1 | 102 | -72
> Cc1cccc(N2CCN(S(=O)(=O)c3ccc4c(c3)C(C)(C)C(=O)N4C)CC2)c1C
→ -4 | -6 | -9 | 1 | 1.0 | -3 | -4 | -0.4 | 97 | ·
> Cc1c(Br)c([N+](=O)[O-])nn1CC(=O)Nc1ccc(C(N)=O)cc1
→ 3 | 5 | 5 | 3 | -0.7 | 4 | 1 | -0.1 | 99 | -20
> O=C(/C=C/c1ccccc1Cl)NCCN1CCOCC1
→ -5 | -7 | 2 | 13 | 1.7 | 1 | -3 | 0.1 | 97 | -4
> COc1ccccc1CCC(=O)Oc1ccccc1C#N
→ -3 | -10 | 0 | 8 | -0.6 | 0 | -2 | 0.2 | 93 | 1
> CN(C)CCNC(=O)c1[nH]nc2c1CCc1ccccc1-2
→ -2 | -4 | 3 | 20 | -0.8 | -3 | 0 | 0.0 | 98 | -5
> Cc1ccc(C(=O)N/C(=C\C=C\c2ccccc2)C(=O)NCc2ccco2)cc1
→ -5 | -3 | -4 | -2 | -2.4 | -2 | -11 | -0.1 | 94 | 7
> CN(CC(=O)Nc1cccc(F)c1)C(=O)c1ccccc1Sc1ccccc1C#N
→ -7 | -2 | -2 | 2 | -0.6 | -2 | 5 | 0.6 | 102 | -2
> Cc1cccc(Cl)c1NC(=O)N1CCCN(c2nc3ccc(Cl)cc3s2)CC1
→ 7 | -5 | -8 | 16 | 1.1 | -4 | -3 | 0.7 | 97 | 0
> CC(C)C(=O)NNS(=O)(=O)c1ccccc1
→ 3 | -6 | -2 | -1 | -0.5 | 0 | -3 | -0.4 | 97 | 0
> COc1cc2nc3n(c(=O)c2cc1OC)-c1ncccc1C(=O)NC3Cc1ccccc1 (centres undefined)
→ 5 | -4 | 9 | -2 | 0.5 | 1 | -9 | 0.8 | 99 | 6
> CC(=O)N/N=C\c1cccc(OC/C=C/c2ccccc2)c1
→ -5 | -2 | 0 | 0 | 0.1 | -7 | -8 | -0.3 | 101 | 0
> CSc1ccccc1NC(=S)Nc1ccc(S(N)(=O)=O)cc1
→ 4 | -5 | 0 | -1 | 0.5 | 4 | -2 | 0.2 | 99 | 5
> O=C(/C=C/c1cccs1)c1ccc(Br)cc1
→ -3 | -5 | -28 | -3 | -5.4 | 5 | -5 | 0.1 | 97 | -5
> O=C(CCNC(=O)c1ccco1)Nc1nc2ccccc2s1
→ -2 | -7 | 12 | -6 | -0.5 | 5 | 7 | 0.1 | 97 | 3
> CC1(C)CC(=O)C=C(NCCN2CCN(C(=S)NC3CCCCC3)CC2)C1
→ -2 | -1 | -2 | -3 | -0.5 | 3 | 9 | -0.1 | 85 | -4
> CC(C)OC(=O)CC12CN3CN(C1)CC(CC(=O)OC(C)C)(C3)C2=O
→ 7 | · | 2 | 1 | -0.7 | 2 | 9 | -0.1 | 102 | 1
> Cc1cc(S(=O)(=O)N2CCCCC2)ccc1OCC(=O)N1CCCC1
→ 3 | -7 | 8 | 1 | -0.5 | 0 | -1 | 0.0 | 102 | 2

# Some entries already given with just H9c2 protect:
compound	H9c2 protect
C=CCn1c(SCC(=O)Nc2ccc(Br)cc2)nc(O)cc1=O	-7
Cc1nn(C)c(C(=O)N/N=C/c2ccc(C(F)(F)F)cc2)c1[N+](=O)[O-]	6
CCc1cc(CNC(=O)c2ccc3nc(Cc4ccc(OC)c(OC)c4)oc3c2)on1	-11

# More records follow.
mol,HTR2A ag,CaV13 ICDI inh,H9c2 protect,Granule exo inh,hiPSC survival,N-glyco inh,Vif inh,aDG glyco act,ABCB6 inh 2,PDI inh
O=S(=O)(NCc1ccccc1)c1ccc2c(c1)OCCO2,-4,-4,-11,1,0.1,-1,2,0.3,98,-2
O=C(CCn1c(=O)oc2ccccc21)N(Cc1ccccc1)c1ccccc1,-6,-7,73*,2,4.9,-3,·,0.3,97,·
Nc1nc(NCC(=O)O)nc(NCc2ccccc2)c1[N+](=O)[O-],-1,-5,3,-11,-0.3,2,19,0.0,105,6
O=C1CCCc2c1cc(C(=O)O)c(=O)n2-c1ccccc1,2,-3,1,-1,1.3,2,3,0.0,97,2
CN1CCN(C(=O)c2ccc(Cl)c(S(=O)(=O)N3CCCCC3)c2)CC1,3,-9,5,3,-1.5,0,17,0.0,94,2
Cc1[nH]c(=S)c(C#N)c(C)c1Cc1ccccc1,9,-4,12,1,1.0,1,-1,0.1,101,1
COC(=O)c1cc(-c2cccc(OC)c2)c2c(=O)[nH]c(=O)n(C)c2n1,1,-21,1,-2,-0.3,4,8,0.1,101,4
CCC1CN(C(=O)N2CCC(C(=O)NCc3cccc(F)c3)CC2)c2ccccc2O1 (centres undefined),-2,-3,0,-1,-0.5,-1,0,0.2,95,1
Cc1cc(N2CCN(C)CC2)nc2ccc(NC(=S)N3CCN(c4ccccn4)CC3)cc12,-5,4,8,14,-0.4,-4,2,0.0,93,-4
C[C@@]12C(=O)N(CCO)CC(=O)N1[C@H](/C=C/c1ccccc1)[C@@H]1C(=O)N(c3ccccc3)C(=O)[C@@H]12,-6,-10,·,7,·,3,-4,·,100,·

# 2 neighbouring records from above, for reference:
mol,HTR2A ag,CaV13 ICDI inh,H9c2 protect,Granule exo inh,hiPSC survival,N-glyco inh,Vif inh,aDG glyco act,ABCB6 inh 2,PDI inh
Cc1cc(N2CCN(C)CC2)nc2ccc(NC(=S)N3CCN(c4ccccn4)CC3)cc12,-5,4,8,14,-0.4,-4,2,0.0,93,-4
C[C@@]12C(=O)N(CCO)CC(=O)N1[C@H](/C=C/c1ccccc1)[C@@H]1C(=O)N(c3ccccc3)C(=O)[C@@H]12,-6,-10,·,7,·,3,-4,·,100,·

# The list continues:
mol,HTR2A ag,CaV13 ICDI inh,H9c2 protect,Granule exo inh,hiPSC survival,N-glyco inh,Vif inh,aDG glyco act,ABCB6 inh 2,PDI inh
COC(=O)c1cccc(NC(=O)C(C)(C)C)c1,9,-17,6,-4,-0.4,0,1,0.0,93,-13
O=C1C(=O)N(CCCO)C(c2ccc(Br)cc2)/C1=C(\O)c1ccc(Br)cc1 (centres undefined),1,-2,1,-8,-0.4,1,8,-0.2,97,9
COc1ccc(-c2sc(C(=O)c3ccc(Cl)cc3Cl)cc2CC(=O)O)cc1,0,-4,6,4,-0.7,9,-10,-0.1,107,7
Cn1c(=O)[nH]c(=O)c2c1nc(CN1CCN(c3ccccc3F)CC1)n2CCc1ccccc1,0,-3,0,-3,-2.4,0,-7,-0.3,95,·
CCN(CC)CCNc1nc(-n2nc(C)cc2C)nc2sc3c(c12)CC(C)(C)OC3,-2,-5,18,45,-0.2,-6,-12,2.3,99,0
Cc1ccccc1NC(=O)NC(N)=O,0,-5,6,0,-2.3,1,8,0.7,95,-1
O=C(NC(=S)Nc1ccc(N2CCOCC2)c(Cl)c1)c1cccs1,-2,-3,-10,2,-0.1,-2,-1,1.2,105,3
CN(CC(=O)Nc1cccc(F)c1)C(=O)c1csc2c1CCCC2,-6,-14,-4,18,-0.5,1,-9,-0.2,98,1
CCCCN(C(=O)c1ccc(NC2CC2)c([N+](=O)[O-])c1)c1c(N)n(CCCC)c(=O)[nH]c1=O,-2,-14,2,-2,0.7,-3,-4,0.6,101,-5
CCOc1ccc2nc(/N=C/c3c(C)[nH]n(-c4ccc(C)cc4)c3=O)sc2c1,0,-5,-3,1,-2.1,0,-7,0.1,97,3
O=C(c1ccc(COCC(F)(F)F)o1)N1CCCCCC1,-3,·,6,2,7.7,3,-4,-0.3,100,3
CCOc1ccc2[nH]c3c(NCCO)ncnc3c2c1,-12,-2,2,-6,-0.4,4,-18,0.0,97,4
COc1cccc(NC(=O)c2ccc[n+](C)c2)c1,5,-3,-6,1,-0.6,0,17,0.0,98,6
Cc1ccc(C(=O)OCC(=O)Nc2sc3c(c2C#N)CCCCC3)cc1NC(=O)c1ccco1,5,-6,-30,-4,6.1,1,1,-0.2,104,-5
O=C(NC1CCCC1)C(C1CC1)n1c(-c2cc3ccccc3[nH]2)nc2ccccc21 (centres undefined),-2,-6,·,-3,·,·,·,0.4,·,·
Clc1ccc2nc(CSc3nc4ccccc4o3)cn2c1,2,-3,-4,1,-0.9,-12,6,-0.2,102,-4
NS(=O)(=O)c1ccc(CCNS(=O)(=O)Cc2ccc(Cl)cc2)cc1,7,-5,-3,0,-0.6,0,0,0.1,105,-3

# Screening data as filed in PubChem.
